# Assay outcomes from PubChem BioAssay.
# GPR119 activation: off-target GPR119 activation – cell-based, PathHunter beta-arrestin, luminescence, set 2, counter-screen for GPR151 activator project, confirmation (AID 1508607) | GPR119 PathHunter beta-arrestin cells, luminescence, 90 min; active compounds read high | activation, % at 11.2 µM | 2,300 compounds, 0.9% hits;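 active means mean percent activation across replicates above the counterscreen hit cutoff of 9.17%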;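 further: 0% = median of sample wells and 100% = wells given EA reagent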
# GPR151 beta-arrestin: GPR151 agonism via beta-arrestin recruitment – cell-based, PathHunter beta-arrestin, luminescence, set 2, confirmation (AID 1508608) | 2,300 compounds, 0.9% hits | activation, % at 11.2 µM | GPR151 PathHunter beta-arrestin cells, luminescence, 90 min; active compounds read high; 100% = signal from added EA reagent;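 active means mean activation across replicates above 26.72%, the hit cutoff set for this confirmation screen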;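 further: 0% = plate median of compound wells and 100% = EA reagent high control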
# Numbers without * were called inactive.
SMILES,GPR119 activation,GPR151 beta-arrestin
COCCN1C(=S)NC2c3cccc(OC)c3OC1(C)C2C(=O)OC (stereo not given),-2.6,-5.5
COc1ccc(OC)c(C2=NCC(=O)Nc3c2oc2ccc(Cl)cc32)c1,-3.9,-5.0
COc1ccc(-n2c(/C=C/c3ccccc3)nc3ccccc3c2=O)cc1OC,-1.0,-0.5
C[C@H]1CC[C@@H]2[C@@H](C)[C@H]3[C@H](CC4[C@@H]5CC=C6CC(O[C@@H]7O[C@H](CO)C(O[C@@H]8O[C@@H](C)[C@H](O)[C@@H](O)[C@H]8O)[C@H](O)[C@H]7O[C@@H]7O[C@@H](C)[C@H](O)[C@@H](O)[C@H]7O)CC[C@]6(C)[C@H]5CC[C@@]43C)N2C1 (stereo not given in full),28*,82*
O=[N+]([O-])c1ccc(N2CCCCCC2)c2ncccc12,-1.8,0.7
O=c1c2ccccc2nc(/C=C/c2ccccc2)n1-c1cccc(C(F)(F)F)c1,1.2,1.5
O=C(Nc1ccc(Cl)cc1C(=O)c1ccccc1)c1cc([N+](=O)[O-])ccc1Cl,-2.1,-4.6
NP(=O)(Oc1ccc(Cl)cc1)Oc1ccc(Cl)cc1,-3.7,-1.8

# Some of these compounds in order of SMILES length, ascending:
SMILES,GPR119 activation,GPR151 beta-arrestin
COCCN1C(=S)NC2c3cccc(OC)c3OC1(C)C2C(=O)OC (stereo not given),-2.6,-5.5
O=C(Nc1ccc(Cl)cc1C(=O)c1ccccc1)c1cc([N+](=O)[O-])ccc1Cl,-2.1,-4.6
C[C@H]1CC[C@@H]2[C@@H](C)[C@H]3[C@H](CC4[C@@H]5CC=C6CC(O[C@@H]7O[C@H](CO)C(O[C@@H]8O[C@@H](C)[C@H](O)[C@@H](O)[C@H]8O)[C@H](O)[C@H]7O[C@@H]7O[C@@H](C)[C@H](O)[C@@H](O)[C@H]7O)CC[C@]6(C)[C@H]5CC[C@@]43C)N2C1 (stereo not given in full),28*,82*

# Full records, quoted from the list.
# Shown for COCCN1C(=S)NC2c3cccc(OC)c3OC1(C)C2C(=O)OC (stereo not given) = GPR119 activation: -2.6; GPR151 beta-arrestin: -5.5
# Shown for O=[N+]([O-])c1ccc(N2CCCCCC2)c2ncccc12 = GPR119 activation: -1.8; GPR151 beta-arrestin: 0.7

# These rows are one share of the data, so the mix of outcomes need not match the whole.
